# Compound activity from PubChem.
# mcGAS RapidFire: mouse cGAS inhibition by mass spec; 130,000 compounds, 0.18% hits; recombinant mouse cGAS, cGAMP by RapidFire MS; inhibition, % at 12.5 µM;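 active = inhibition of cGAS enzyme activity at or above 60%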;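 also: enzyme stimulated by 45 bp dsDNA with ATP and GTP substrates; cGAMP share of summed cGAMP plus half ATP and half GTP signals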
# Target sequence (Q8C6L5 whole entry, looked up): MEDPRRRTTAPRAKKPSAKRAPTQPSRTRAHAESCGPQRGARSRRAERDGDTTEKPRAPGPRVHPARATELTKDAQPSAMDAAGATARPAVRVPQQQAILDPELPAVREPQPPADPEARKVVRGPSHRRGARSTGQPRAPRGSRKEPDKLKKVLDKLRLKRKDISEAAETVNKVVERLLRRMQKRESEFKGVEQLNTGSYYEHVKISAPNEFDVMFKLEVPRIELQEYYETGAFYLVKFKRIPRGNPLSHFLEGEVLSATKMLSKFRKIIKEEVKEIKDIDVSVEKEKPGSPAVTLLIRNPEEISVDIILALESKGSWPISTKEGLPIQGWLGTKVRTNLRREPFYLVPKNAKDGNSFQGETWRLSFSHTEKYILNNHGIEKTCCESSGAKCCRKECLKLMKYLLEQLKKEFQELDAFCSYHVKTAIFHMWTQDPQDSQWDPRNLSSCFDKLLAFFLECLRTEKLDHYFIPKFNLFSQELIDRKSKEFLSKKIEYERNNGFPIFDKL
# Starred values were filed as active, the others as inactive; & = joins results of further samples. This is a subset; the hit share may differ from the screen's.
SMILES,mcGAS RapidFire
CC1=C(c2ccc(C)cc2)S(=O)(=O)NC1=NC(C)c1ccccc1 (stereo unspecified),-2
CC1Cc2cc(NC(=O)c3ccc(CN4CCC(O)CC4)cc3)ccc2O1 (stereo unspecified),-8
CCN(C(=O)c1cccc(NC(=O)c2cccnc2OC)c1)c1ccccc1,-13
CCOC(=O)c1c(C)[nH]n2c(=O)cc(CN(CC)c3ccc(F)c(F)c3)nc12,-15
CCOC(=O)[C@@H]1CSC2(CCN(C(=O)c3cccc4[nH]ccc34)CC2)N1,-1
O=C(Nc1ccccc1OCCCc1ccccc1)C1CCNCC1,-5
O=c1[nH]nc(Cc2ccccc2)n1-c1ccc2c(c1)OCO2,-28
C(=NNc1ccc2ccccc2n1)c1ccc2c(c1)OCCO2,44
CCOC(=O)CNC(C)(C(=O)OC)c1cc(F)ccc1F (stereo unspecified),-5
Cc1nn2c3ccccc3n(CCN3CCCCC3)c2nc1=O,-4
O=c1[nH]c(=O)n(-c2ccc3nnc(-c4ccccc4)n3n2)cc1Cl,2
Oc1ccc(CCN=Cc2ccccc2)cc1,-6
O=C(CC1COCCN1)NCCn1nc(-c2ccccc2)ccc1=O (stereo unspecified),-25
CCC(Oc1cc(Cl)ccc1Cl)C(=O)NNC(=O)/C=C/C(=O)O (stereo unspecified),-9
Cc1ccc(Oc2ncccc2CNC(=O)C(C)c2ccccc2)cn1 (stereo unspecified),-50
C=CCNc1nnc(SCC(=O)NCCc2ccc3c(c2)OCCO3)s1,0
CCOc1ccc(C(C)NCc2cc(C#N)n(C)c2C)cc1 (stereo unspecified),-25
CC1(C(=O)Nc2ccccc2Cc2ccccc2)CCN1Cc1cccc2c1OCO2 (stereo unspecified),-2
O=S(=O)(Nc1cnc2ccccc2c1)N1CCCCC1,-4
COc1ccc(S(=O)(=O)N2CCC(C)Sc3ccccc32)cc1C (stereo unspecified),-3
O=C(CCC1NC(=O)c2ccccc2NC1=O)Nc1nc2ccccc2[nH]1 (stereo unspecified),-7
Cc1nc(C(F)(F)F)nc(-c2ccccc2CO)c1C,-6
COc1cccc(C=NC=Nc2cccc(OC)c2)c1,-4
COc1ccc(CCc2nnc(CCC(=O)NCc3cnn(-c4ccccc4C)c3)o2)cc1,-8
CCn1c(C)cc(-c2csc(Cn3ccc(=O)[nH]c3=O)n2)c1C,-7
O=C(NCC1CCCO1)c1csc(Nc2ccc(OC(F)(F)F)cc2)n1 (stereo unspecified),-5
CCOc1ccc(-c2nc(CNC(C)COC)cs2)cc1 (stereo unspecified),0
CCOc1ccc(-n2nc3cc(C)c(NC(=O)c4cncc(Br)c4)cc3n2)cc1,-8
O=[N+]([O-])c1ccc2c(c1Nc1ccc(Br)cc1)=NC1(CCCCC1)N=2,2
CC1CN(S(=O)(=O)NC2CN(C)CC2C)C(C)CO1 (stereo unspecified),0
COc1cc(OC)nc(-n2nc3c(c2C(=O)N2CCOCC2)CCCC3)n1,-2
CC12CCC(C/C1=N/NC(=O)COc1ccccc1-n1ccnc1)C2(C)C (stereo unspecified),4
CC(C)c1ocnc1-c1nc(CC2CCN(C)CC2)no1,-10
COc1ncc(CN2CCCC(CCc3ccccc3C(F)(F)F)C2)cn1 (stereo unspecified),3
CC(C)N(CCN1CCOCC1)c1ccc(N2CCOCC2)cc1,0
CN1C(=O)[C@H]2CN(C(=O)c3cc(COc4cccc(F)c4)[nH]n3)C[C@H]2C1=O,-5
Cc1c(Cl)c(CN2CCN(C(=O)C3CC3)CC2)nc2ccccc12,-33
Cc1nnc(-c2cccc(-c3cc(N)nc4[nH]ccc34)c2)s1,8
CCCN1C(=O)C(=Cc2c(N3CCN(CCO)CC3)nc3c(C)cccn3c2=O)SC1=S,-2
COc1ccc2[nH]c(=O)c(CN(C)CCc3scnc3C)cc2c1,-16
Cc1nc(CC(=O)N(CC(F)(F)F)c2cccc(Cl)c2)cs1,-8
O=C(CN(Cc1ccco1)S(=O)(=O)N1CCCCCC1)Nc1ccccc1,2
CCc1nnc(SC(CC)C(=O)NC2CCCC2)c2cc3oc(C)cc3n12 (stereo unspecified),-5
CN(C)c1nn(CC(O)c2cccc(F)c2)c(=S)s1 (stereo unspecified),7
O=C1C(Nc2ccc(Br)cc2)=C(n2nnc3ccccc32)C(=O)c2ccccc21,-2
O=S(=O)(Cc1cccc(F)c1)NC1(c2ccccc2)CC1,-8
CCn1c(CC2CCNCC2)nn(CC2Cc3c(C)nc(C)nc3O2)c1=O (stereo unspecified),-10
COc1ccc(CCNC(=O)CSc2nc3[nH]ncc3c(=O)[nH]2)cc1OC,-6
COc1ccc2c(c1)CC/C(=C\c1cc(Br)ccc1OC)C2=O,-11
O=C(Cn1cnc2ccccc21)N1CCCC(N2CCN(c3ccccc3F)CC2)C1 (stereo unspecified),-6
Cc1ccc(-n2ncc3c(=O)n(NC(=O)CC4CCCC4)cnc32)cc1C,-3
Cc1nn(CC(=O)N2CCCc3ccccc32)c(=O)c2c1cnn2-c1ccc(F)cc1,-6
O=C(c1ccon1)N1CC2CCCCC2C1 (stereo unspecified),-8
CNC(=O)CC1CCN(CCC(C)SC)CC1 (stereo unspecified),-16
CCCC(=O)C1=C(c2ccc(CC)cc2)N(C(=O)CCC)n2c(C)nnc2S1,-2
O=C(CSc1ccc(NC(=O)C2CC2)nn1)NCc1ccc(F)cc1,9
Oc1ccc(N=Nc2ccc(Cl)cc2)c2cccnc12,-11
Cc1cc2cc(CNC(=S)NCCc3ccccc3)ccc2n1C,5
CC(=O)NCCNC(=O)c1ccc(Cl)c(S(=O)(=O)N2CCCC2)c1,-11
CCN(CC)Cc1cccc(NC(=O)Cc2cc(C)sc2C)c1,0
# Following part.
SMILES,mcGAS RapidFire
CCN(CC)c1nc(N)c([N+](=O)[O-])c(N2CCN(Cc3ccccc3)CC2)n1,-6
CCC(CC)(NC(=O)CSc1ccc(C)cc1)C(F)(F)F,3
O=C(c1ccc(F)cc1)N1CC[C@@H](c2ccc3ccccc3c2)[C@H](O)C1,-26
CCOC(=O)C1=C(C)N=c2s/c(=C/c3ccccc3F)c(=O)n2C1c1ccc(C)cc1 (stereo unspecified),-2
COCCNC(=O)c1ccc(OC2CCN(Cc3cccc(SC)c3)CC2)c(Cl)c1,3
CN(Cc1cc(C2CC2)on1)Cc1cc2n(n1)CCNC2,-2
Cc1cc(C)c(-n2cnnc2)cc1N,-15
O=C(O)CC1CNCCN(C(=O)c2cccc3nccnc23)C1 (stereo unspecified),-12
COCCn1c(SCc2cc(=O)n3ccsc3n2)nc2sc3c(c2c1=O)CCC3,14
Nc1ccc2c3c(cccc13)C(=O)N(c1ccccc1)C2=O,3
OCCN1CNC(=S)NC1,-7
CCN(CC(=O)NC1CCS(=O)(=O)C1)C(=O)c1ccc(Br)s1 (stereo unspecified),-1
C1=C(Cc2nc(C3CC3)n[nH]2)CCCC1,-11
c1ccc(-c2nnc3n2CCN(Cc2cc4n(n2)CCCNC4)CC3)cc1,-12
O=C(Cn1ncc(Cl)c(Cl)c1=O)Nc1ccc2c(c1)OCO2,-12
CC(C)c1cc(=O)[nH]c(-n2nc(-c3cccs3)cc2NC(=O)COc2ccc(Cl)cc2)n1,-4
Nc1ncn(Cc2ccc(Br)cc2)n1,-8
CC(C)(C)c1ccccc1NC(=O)c1coc(N2CCNC2=O)n1,-7
CCCNC(=O)CCc1nc(-c2ccccc2)c(-c2ccccc2)o1,2
COc1ccc(C2CC(=O)C3C(=Nc4ccccc4NC3c3cccc(OCc4ccccc4)c3)C2)cc1 (stereo unspecified),-7

# By substructure: the compounds so far containing an NH in an aromatic ring
SMILES,mcGAS RapidFire
CCOC(=O)c1c(C)[nH]n2c(=O)cc(CN(CC)c3ccc(F)c(F)c3)nc12,-15
CCOC(=O)[C@@H]1CSC2(CCN(C(=O)c3cccc4[nH]ccc34)CC2)N1,-1
O=c1[nH]nc(Cc2ccccc2)n1-c1ccc2c(c1)OCO2,-28
O=c1[nH]c(=O)n(-c2ccc3nnc(-c4ccccc4)n3n2)cc1Cl,2
O=C(CCC1NC(=O)c2ccccc2NC1=O)Nc1nc2ccccc2[nH]1 (stereo unspecified),-7
CCn1c(C)cc(-c2csc(Cn3ccc(=O)[nH]c3=O)n2)c1C,-7
CN1C(=O)[C@H]2CN(C(=O)c3cc(COc4cccc(F)c4)[nH]n3)C[C@H]2C1=O,-5
Cc1nnc(-c2cccc(-c3cc(N)nc4[nH]ccc34)c2)s1,8
COc1ccc2[nH]c(=O)c(CN(C)CCc3scnc3C)cc2c1,-16
COc1ccc(CCNC(=O)CSc2nc3[nH]ncc3c(=O)[nH]2)cc1OC,-6
C1=C(Cc2nc(C3CC3)n[nH]2)CCCC1,-11
CC(C)c1cc(=O)[nH]c(-n2nc(-c3cccs3)cc2NC(=O)COc2ccc(Cl)cc2)n1,-4

# Next section:
SMILES,mcGAS RapidFire
CC(NC(=O)C1CCN(c2ccc(C(F)(F)F)cc2[N+](=O)[O-])CC1)c1ccccc1 (stereo unspecified),-11
CCN(Cc1ccnc2ccccc12)CC1CCOCC1,4
Cc1cc(C)cc(NC(=O)c2cn(C)c3c(=O)n(Cc4ccccc4)c(=O)[nH]c23)c1,-21
Clc1ccc2nc(NN=Cc3cccnc3)nc(-c3ccccc3)c2c1,4
CN(Cc1nc2ccc(F)cc2[nH]1)c1ccc(-c2nccn2C)nn1,-20
Cc1ccsc1C(=O)N(C)C(C)c1ccc(S(N)(=O)=O)cc1 (stereo unspecified),-13
CC(C)(C(=O)N1CCC(C(N)=O)C1)c1ccc(Br)cc1 (stereo unspecified),-2&3
COC(=O)/C(C#N)=C/c1c(OC)[nH]c2ccccc12,-3
Cc1nnsc1CN(C)C(=O)c1cn2c3c(cccc3c1=O)CC2,-13
CC1=C(C(=O)Nc2ccc(Cl)cc2)C(c2ccc(Cl)cc2)NC(=O)N1C (stereo unspecified),-12
O=C(c1cnsn1)N1CCC(CO)(Cc2cccc(F)c2)CC1,-12
CCOc1cccc2cc(-c3nnc(NC(=O)Cc4ccc(S(C)(=O)=O)cc4)o3)oc12,-5
Cc1ccc(F)cc1Cn1ccnc1-c1ncc[nH]1,2
CCc1cnc(C)nc1-c1ccc(C(C)N2CCCC2)cc1 (stereo unspecified),-15
O=C(Cc1nnc(-c2ccc3ncccc3c2)o1)N1CCN(c2ccccc2F)CC1,3
O=C(O)CC12CC3CC(Br)(CC(Br)(C3)C1)C2,-34
Cc1ccc(CC(=O)Nc2cccc(S(=O)(=O)N(C)C)c2)cc1C,-19
CC(C)C(NC(=O)c1ccc(=O)n(C)n1)c1ccc(C(C)(C)C)cc1 (stereo unspecified),7
CC(C)CC(=O)Nc1ccc(-n2cnc(C(=O)N3CCC4(CC3)OCCO4)c2)nc1,-2
O=C1CN(C(=O)c2ccccc2Oc2ccccc2)CCN1,2

# Among those listed so far, two have a tert-butyl group.
SMILES,mcGAS RapidFire
CC(C)(C)c1ccccc1NC(=O)c1coc(N2CCNC2=O)n1,-7
CC(C)C(NC(=O)c1ccc(=O)n(C)n1)c1ccc(C(C)(C)C)cc1 (stereo unspecified),7

# Next entries
SMILES,mcGAS RapidFire
CNC(=O)CSc1nc2ccccc2c(=O)n1CCOC,-4
O=C(NC1CCCC1)c1ccccc1NC(=O)c1ccccc1[N+](=O)[O-],-2
Cc1cc(CNc2nccc(CCC(F)(F)F)n2)n[nH]1,-4
CC(=O)c1cccc(OCC(=O)c2cc(C)n(-c3nccs3)c2C)c1,-1
CC(C)CN(CC(N)=O)S(=O)(=O)c1ccc(C#N)cc1,-8
CCCNc1nnc(S(=O)(=O)Cc2nc3ccccc3s2)s1,-8
Cc1nn(CC(=O)N(C)CC(=O)Nc2ccc(Cl)c(Cl)c2)c(C)c1[N+](=O)[O-],-7
Cc1nc(-c2ccc(NC(=O)NCC(C)Cn3cccn3)cc2)co1 (stereo unspecified),-2
N#CC1C(=N)Oc2nc(C(F)(F)F)[nH]c2C1c1cccnc1 (stereo unspecified),-21
COC(=O)Cn1c(=O)c2c(nc3n2CCCN3c2cccc(Cl)c2)n(C)c1=O,-5
Clc1ccc(Nc2c(-c3ccsc3)nc3ncccn23)cc1,-2
CCN(CC)Cc1cnc2c(C(=O)NC3CCc4ccccc43)cnn2c1 (stereo unspecified),-15
CCOc1ccc(C2(CNc3ccc(C#N)cn3)CCOCC2)cc1,-16
O=C(Nc1ccc(Cl)c2ncsc12)c1ccc(Br)s1,-7
O=S(=O)(c1cccs1)N1CCN(c2ccc(-c3cccnc3)nn2)CC1,-5
CCn1cc(NC(=O)N2CCN(c3ncc(Cl)cc3Cl)CC2)cn1,-14
O=C(CCn1cnc2ccccc2c1=O)N1Cc2cnn(CCO)c2C1,6
O=C(CCC1CCN(CCCC(F)(F)F)CC1)Nc1ccccc1Cl,-10
Cc1cc(C)n(Cc2ccc(C(=O)N3CCCC(O)(CO)C3)cc2)n1 (stereo unspecified),-27
COc1ccc(OC)c(CN2CCN(c3ncnc4[nH]ccc34)CC2)c1,-19
CCCCN(C)C(=O)c1cc(C2CC2)nc2c1nc1n2CCCCC1,-7
O=C(c1ccccc1C1CCNC1)N1CCS(=O)(=O)CC1 (stereo unspecified),-18
CC(=O)COc1ccccc1-n1c(C)c(C)n2c3c(=O)n(C)c(=O)n(C)c3nc12,-6
COC(=O)NCC(=O)N1CCc2cc(Cl)cc(Cl)c2C1,-3&-3
C=CCNC(=O)CSc1cc([N+](=O)[O-])cc(S(=O)(=O)Cc2ccccc2)c1,-1
Cc1cccc(Nc2ccc(C(=O)O)cc2[N+](=O)[O-])c1,-3
O=C(CCC1CCCO1)NCC(=O)N1CCN(c2ccc(Cl)cc2)CC1 (stereo unspecified),1
CCCC(=O)N1CCC(N2CCN(c3nccc(NCC)n3)CC2)CC1,0
Oc1ccc(Br)cc1C=Nn1cc(-c2ccccc2)[nH]c1=S,3
CN(Cc1nccn1C)CC1CCN(CCc2ccc(Cl)cc2)CC1,-11
Cc1ccc(CN(C)C(=O)c2[nH]nc(N)c2-c2ccccc2)o1,-10
COc1ccc(C(=O)NCCn2cc(SCC(=O)N3CCOCC3)c3ccccc32)cc1,-10
O=C1CCC([N+](=O)[O-])C(c2ccc(Br)cc2)N1 (stereo unspecified),-24
CCOC(=O)c1c(NC(=O)Cn2nc(C(F)(F)F)cc2C)sc(C)c1C,-11
Cc1ccc2[nH]c3c(c2c1)CN(C(=O)C1=NN(C2CCS(=O)(=O)C2)C(=O)CC1)CC3 (stereo unspecified),2
O=c1oc(C=Cc2ccco2)nc2sc3c(c12)CCCC3,-5
CS(=O)(=O)c1cccc(OCC(=O)N2CCCCc3ccccc32)c1,3
Cc1ccc(C(=O)NCC(=O)N(C)Cc2ccccc2C)s1,-7
